NS3 helicase inh – HCV NS3 helicase inhibition; NS3 helicase DNA unwinding, Cy5 molecular beacon fluorescence; inhibition, % at 10.9 µM; 290,000 tested, 0.56% active;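 active = inhibition above the mean of all tested compounds plus 3 SD, set per campaign, cut at about 35% in these data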;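 also: 0% = DMSO wells and 100% = thioflavine S control wells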
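Assay system – hepatitis C virus NS3 helicase domain fragment enzyme · Buffer or medium – MOPS pH 6.5, MgCl2, DTT, Tween20, BSA · Reagent – Cy5/quencher beacon DNA duplex and ATP to start · Compound – single 10.9 µM dose · Timing – 1 h at 25 °C · Technique – Cy5 beacon fluorescence read at start and 1 h · Measure – % inhibition of unwinding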
IDE cell activ – boosts human insulin-degrading enzyme activity in HEK cells; P14735; FAbeta-B cleavage, fluorescence polarization; 0% vehicle, 100% cell-free pure enzyme wells; activation, % at 5.96 µM; 340,000 tested, 0.073% active; AID 493087;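 active = activation above the mean of all tested compounds plus 3 SD, set per screening campaign, cut at about 17% in these data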
CRFBP-R2 block – CRF-BP/CRF-R2 complex antagonism | HEK293 CRF-R2/CRF-BP, CRF-induced calcium fluorescence | inhibition, % at 11.8 µM | 350,000 tested, 0.59% active | AID 588475;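 active = inhibition of the ligand-induced calcium signal above about 50% at the single tested concentration, limit read from the data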
GalR3 antag – antagonists of human GalR3; O60755; inhibition, % at 3 µM; HEK293 GalR3-CNG cAMP membrane potential fluorescence; galR3 body fused to GalR1 C-terminus; 360,000 tested, 0.44% active;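 active = inhibition above the screen-wide average plus 3 SD, cut at about 13% in these data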;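 also: forskolin and galanin both at EC90 stimulate the cells; cAMP rise reported by CNG channel membrane potential dye signal; 0% = forskolin plus galanin with DMSO and 100% = forskolin alone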
IDE cell inh – cellular human IDE inhibition; P14735; HEK cells, FAbetaB cleavage, fluorescence polarization; inhibition, % at 5.59 µM; 320,000 tested, 0.41% active;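 active = percent inhibition above the average of all tested compounds plus 3 SD, set per screening campaign, cut at about 16% in these data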;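 also: IDE supplied by intact live HEK cells; FP after avidin binding of uncleaved biotin substrate so inhibition keeps polarization high; 0% = DMSO wells and 100% = 60 µM reference IDE inhibitor Ii1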
VIM-2 inh – inhibitors of Pseudomonas aeruginosa VIM-2 metallo-beta-lactamase. AID 1527. 290,000 tested, 0.89% active. purified VIM-2, nitrocefin hydrolysis, epi-absorbance fluorescence. inhibition, % at 5.6 µM;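 active = inhibition above the mean of all tested compounds plus 3 SD, cutoff set per screening run, cut at about 7.5% in these data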;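 also: red hydrolysis product quenches plate fluorescence so inhibitors raise well fluorescence; 0% = enzyme with DMSO and 100% = DMSO without enzyme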
SUMO HTRF inh – SUMOylation inhibition; HTRF SUMOylation assay, SAE1/SAE2 + UBC9, in vitro; inhibition, % at 35 µM; 290,000 tested, 0.36% active; in the data active = inhibition above about 50%, passing the limit was not always enough; also: strong numbers were not always called active
IMP-1 inh – inhibitors of Pseudomonas aeruginosa IMP-1 metallo-beta-lactamase. purified IMP-1, nitrocefin hydrolysis, epi-absorbance fluorescence. inhibition, % at 5.6 µM. 290,000 tested, 0.45% active;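 active = inhibition above the mean plus 3 SD of all compounds in the same screening run, cut at about 4.5% in these data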;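 also: 0% = IMP-1 with DMSO and 100% = DMSO wells lacking enzyme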
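System – purified recombinant IMP-1 beta-lactamase · Input – IMP-1 dispensed at 0.2 nM · Timing – 15 min preincubation plus 25 min reaction at 25 °C · Signal – Epi-absorbance fluorescence, 480 nm excitation, 530 nm emission · Measure – percent IMP-1 inhibition derived from blank-referenced optical density · Controls – Enzyme-plus-DMSO low control, enzyme-free DMSO high control · Replication – singlicate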
p-CIP stab down – p/CIP protein destabilization. Q05BA5. F442A p/CIP-EGFP cells, EGFP fluorescence, 16 h. decrease of EGFP signal, % at 10 µM. 290,000 tested, 0.01% active;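 active = EGFP signal decrease of at least 30% at 10 µM or well 3 SD below plate mean, unless failing retest; inactive = the rest, including hits failing retest or dose response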; also: some compounds called inactive have numbers as strong as hits; many of its hits are not listed in these tables
Target sequence (Q05BA5 1-1403): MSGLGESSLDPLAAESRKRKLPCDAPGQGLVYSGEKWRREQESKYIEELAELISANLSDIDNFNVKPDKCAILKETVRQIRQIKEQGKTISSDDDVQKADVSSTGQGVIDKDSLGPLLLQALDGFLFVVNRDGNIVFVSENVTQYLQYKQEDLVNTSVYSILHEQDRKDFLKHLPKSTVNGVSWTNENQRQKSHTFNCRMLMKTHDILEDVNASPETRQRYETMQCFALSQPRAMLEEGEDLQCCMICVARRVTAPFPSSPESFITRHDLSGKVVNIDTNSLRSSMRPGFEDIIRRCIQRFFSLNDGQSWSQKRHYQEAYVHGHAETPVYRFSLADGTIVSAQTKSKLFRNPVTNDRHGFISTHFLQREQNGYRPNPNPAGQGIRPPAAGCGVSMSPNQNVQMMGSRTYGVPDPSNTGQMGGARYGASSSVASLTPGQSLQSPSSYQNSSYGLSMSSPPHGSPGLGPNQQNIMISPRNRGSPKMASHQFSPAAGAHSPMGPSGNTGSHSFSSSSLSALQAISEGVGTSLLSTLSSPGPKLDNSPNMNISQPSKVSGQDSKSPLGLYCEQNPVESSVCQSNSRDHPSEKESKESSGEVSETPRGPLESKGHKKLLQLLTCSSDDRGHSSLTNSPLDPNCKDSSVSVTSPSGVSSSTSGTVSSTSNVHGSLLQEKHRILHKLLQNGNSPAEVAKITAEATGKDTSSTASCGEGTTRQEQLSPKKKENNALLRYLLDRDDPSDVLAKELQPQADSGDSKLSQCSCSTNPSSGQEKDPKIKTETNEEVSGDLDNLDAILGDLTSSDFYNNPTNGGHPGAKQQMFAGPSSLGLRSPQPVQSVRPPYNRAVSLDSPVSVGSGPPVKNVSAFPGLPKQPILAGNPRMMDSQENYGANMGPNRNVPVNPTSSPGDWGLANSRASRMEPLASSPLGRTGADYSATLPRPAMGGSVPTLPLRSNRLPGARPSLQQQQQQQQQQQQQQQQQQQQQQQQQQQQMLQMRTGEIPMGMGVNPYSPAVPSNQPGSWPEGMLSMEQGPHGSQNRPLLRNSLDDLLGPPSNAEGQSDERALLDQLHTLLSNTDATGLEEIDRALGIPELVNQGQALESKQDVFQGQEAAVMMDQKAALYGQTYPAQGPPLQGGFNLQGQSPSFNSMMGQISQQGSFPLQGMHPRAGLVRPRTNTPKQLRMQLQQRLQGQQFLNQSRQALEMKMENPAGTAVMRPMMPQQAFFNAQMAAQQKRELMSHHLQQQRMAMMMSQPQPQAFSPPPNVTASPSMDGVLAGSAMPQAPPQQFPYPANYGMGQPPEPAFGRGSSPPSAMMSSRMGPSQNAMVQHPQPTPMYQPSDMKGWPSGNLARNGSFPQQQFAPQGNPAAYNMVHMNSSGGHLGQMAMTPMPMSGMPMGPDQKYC
Starred values were filed as active, the others as inactive; / = no result given.

#	NS3 helicase inh	IDE cell activ	CRFBP-R2 block	Compound	GalR3 antag	IDE cell inh	VIM-2 inh	SUMO HTRF inh	IMP-1 inh	p-CIP stab down
1	-1	-8	-7	Oc1ccccc1C1=Nc2nc3ccccc3n2C(c2ccccc2)C1 (stereo not drawn)	-5	3	-2.3	13	-2.8	-8
2	/	5	-18	CCOC(=O)c1c(NC(=O)CN2C(=O)NC3(CCC(C)CC3)C2=O)sc(C(=O)N(C)C)c1C (stereo not drawn)	-3	-6	/	/	/	/
3	/	-3	8	Cc1ccc(NC(=O)COc2coc(CN3CCc4ccccc43)cc2=O)cc1Cl	-4	1	/	/	/	/
4	10	-8	8	Cn1c(SCc2nc(-c3ccc(Br)cc3)no2)nnc1-c1ccco1	-3	9	-1.7	19	-3.5	-2
5	-1	2	-44	CSc1ccc(C(=O)C2CCCN(C(=O)Cc3nonc3C)C2)cc1 (stereo not drawn)	-3	6	-2.5	3	-0.5	-12
6	0	7	-7	CCOc1cc(/C=N\NC(=O)c2ccc(NC(=O)C(C)(C)C)cc2)ccc1OC(=O)c1cccc(C)c1	-1	2	-0.6	-12	-1.7	3
7	18	2	-5	Cc1ccc(C(=O)N2CCC(C(=O)NCc3ccco3)CC2)cc1	-7	4	-0.1	0	-0.8	2
8	41*	-2	13	O=C(O)c1cccc(-n2cccc2/C=C/[N+](=O)[O-])c1	-2	-3	-1.1	20	-4.3	-2
9	-3	-4	12	CCn1nnnc1SCC(=O)Nc1ccc(OCc2ccccc2)cc1	-4	1	-3.5	15	-2.5	-4
10	-5	-1	-28	COc1ccc2[nH]c(=O)c(CN(C(C)=O)c3ccc(C)cc3C)cc2c1	-4	1	-1.0	6	-1.8	0
11	/	-1	0	CCN(CC)C(=O)Cc1ccccc1	-3	2	/	-25	/	-3
12	-2	-1	-3	CC(C)(C)C(=O)Nc1cccc(-c2ncon2)c1	0	4	-3.0	-1	-2.4	-9
13	6	4	9	CCCCC(=O)Nc1ccc(N2CCN(C(=O)c3ccco3)CC2)cc1	0	-3	1.8	8	0.2	-3
14	4	-7	-3	Cc1ccc(-n2nc(C)c(C(C)(O)C(F)(F)F)c2N)cc1 (stereo not drawn)	-1	3	1.1	5	-0.3	-4
15	0	6	-2	CCC(=O)Nc1cccc(NC(=O)CSc2nnc(C(C)C)n2CC)c1	-2	-2	-3.0	21	-3.3	-10
16	-4	/	/	O=C(c1cc2ccccn2n1)N1CCCC1	/	/	-1.3	17	-7.5	-7
17	1	5	1	O=C(CSCc1c(F)cccc1Cl)NCC1CCCO1 (stereo not drawn)	-8	1	-2.1	-8	-1.7	0
18	14	-1	8	CC1(C)Cc2c(sc3nnn(Cc4ccccc4)c(=O)c23)CO1	-5	4	1.9	-14	0.8	-24
19	-23	-1	2	Cc1cccc(NNC(N)=S)c1C	-5	4	0.3	17	-2.2	-19
20	/	2	6	COCc1cc(C)nc(SCc2ccc(Br)cc2)c1C#N	-4	3	/	/	/	/
21	13	/	-17	O=C(O)COc1ccc(Cl)cc1CO	/	-1	-1.8	-4	-1.3	3
22	/	-1	-47	CN(C)C1=NC[C@H](Cc2ccccc2)N1CCCC1CCCCC1	-12	-3	/	/	/	/
23	5	1	-11	Cc1cc(NC(=O)CCC2CCCC2)no1	-3	-6	-5.3	11	-3.4	-8
24	-4	1	10	Cc1ccc(OCC(O)CN2CCN(CCO)CC2)c(C)c1 (stereo not drawn)	-9	3	-3.6	13	-2.8	-1
25	-4	3	29	CC(NC(=O)c1ccccc1)C(=O)OCC(=O)c1ccc(Br)cc1 (stereo not drawn)	/	2	-2.4	15	-2.9	-2
26	-9	0	8	C1CCC(OCCN2CCN(CCOC3CCCCC3)CC2)CC1	-2	2	-0.1	6	0.7	-83
27	11	-2	-9	COC(=O)c1c(NC(=O)CC2SC(N)=NC2=O)sc2c1CCC(C)C2 (stereo not drawn)	2	7	-0.7	-8	-2.1	4
28	/	0	8	COc1ccc(OC)c(/C=C/C(=O)OCC(=O)NC2CCCCCCC2)c1	-7	-6	/	/	/	/
29	16	4	16	O=C(O)c1ccc(NS(=O)(=O)/C=C/c2ccccc2)cc1O	0	6	-5.2	40	-0.7	-8
30	1	4	1	O=C(CCN1C(=O)CSC1=O)Nc1ccc(Br)cc1	-3	-5	-2.7	-11	-2.6	4
31	-7	0	19	S=C(NCc1cccnc1)Nc1ccc2c(c1)OCO2	0	4	0.0	-7	-1.0	0
32	3	1	-3	O=S(=O)(Nc1ncccn1)c1ccc(NC(=S)Nc2ccccc2)cc1	-2	-2	0.7	-6	-0.2	-11
33	-11	2	-3	CCc1ccc(NC(=O)CC2C(=O)N(c3ccc(C)cc3)C(=O)N2C2CC2)cc1 (stereo not drawn)	6	5	-0.5	-28	-1.0	5
34	/	-5	-18	NC(=O)c1ccsc1NC(=O)COC(=O)CNC(=O)c1cccc([N+](=O)[O-])c1	0	0	/	/	/	/
35	3	-5	0	Nc1ccc(S(=O)(=O)c2ccc(Cl)cc2)cc1	-5	-3	0.7	3	-1.8	4
36	4	4	-21	CCC(=O)Nc1sc(Cc2ccccc2)c(C)c1C(N)=O	0	6	-1.4	19	-2.4	0
37	38*	6	3	COc1cccc(/C=C2/C(=O)NN(c3ccc(Br)cc3)C2=O)c1O	-4	/	-1.3	4	1.8	5
38	6	1	10	O=C(OC1CCCCC1=O)c1cc(S(=O)(=O)N2CCOCC2)ccc1F (stereo not drawn)	-2	-2	-1.6	-13	-1.0	10
39	11	-2	-6	CC(=O)Nc1ccc(S(=O)(=O)N2CCC(NC(=O)C(Cc3cccn3C)NC(C)=O)CC2)cc1 (stereo not drawn)	-3	-1	-2.7	6	-6.4	-9
40	11	0	18	O=C(CCn1c2c(c3ccccc31)CCCC2)NNC(=O)c1ccc(Cl)c([N+](=O)[O-])c1	3	7	-1.2	6	0.9	3
41	-12	0	5	O=[N+]([O-])c1ccc(N2CCN(C(=S)Nc3cccc(F)c3)CC2)cc1	-11	4	-0.7	15	-1.3	-8
42	1	-3	-6	COc1ccc(C2CC(c3cccs3)=NN2C(=O)CCC(=O)O)cc1 (stereo not drawn)	-9	3	-0.7	13	-3.9	-5
43	0	1	-2	CCOC(=O)C1CCN(C(=O)/C=C/c2cc(OC)c(OC)c(OC)c2)CC1	-1	4	-1.7	4	-2.3	-12
44	-3	0	10	COc1cccc(CCNC(=O)CC2C(=O)NCCN2Cc2ccc(C)o2)c1 (stereo not drawn)	-8	4	-0.8	/	-2.7	-12
45	2	3	-24	O=C(c1cccc2ccccc12)N1CCN(CC2CC=CCC2)CC1 (stereo not drawn)	-2	2	-1.0	15	-2.5	-3
46	-3	4	-16	CCN1CCCC1CNC(=O)CSc1cc(=O)n(C)c2cc(Cl)ccc12 (stereo not drawn)	-4	0	0.9	0	-3.4	-2
47	7	-3	5	CO/N=C/NC(=O)c1ccc([N+](=O)[O-])c(CS(=O)(=O)c2ccc(Cl)cc2)c1	-2	4	-3.5	-19	-2.1	-8
48	/	2	-5	COc1ccc(S(=O)(=O)Nc2cccc3c2O[C@H](CN(C)S(=O)(=O)c2ccc(Cl)cc2)[C@H](C)CN([C@H](C)CO)C3=O)cc1	-2	-4	/	/	/	/
49	1	6	-7	Cc1ccc(C)c(SCC(=O)Nc2nnc(-c3ccccc3)o2)c1	-4	-2	-6.6	18	-6.4	-2
50	-24	5	-16	O=C(Nc1ccc(Cl)cc1)c1cc(Br)ccc1OCC(=O)N1CCOCC1	-3	0	-1.1	17	-1.1	-20
51	4	4	-22	CCOc1ccc(C(=O)OCC(=O)Nc2cc(C)on2)cc1OCC	-6	8	-1.0	-9	-2.1	-18
52	-2	2	2	CCOC(=O)c1cccc(NS(=O)(=O)c2c(C)[nH]c(C)c2C(=O)N2CCCC2)c1	-4	5	-1.7	5	-0.9	2
53	/	-5	0	CC(C)NC(=O)c1ccc2c3n(nc2c1)-c1ccc(Cl)cc1CO3	-10	5	/	21	/	-1
54	0	6	21	CCN(CC)CCNC(=O)c1cc(S(=O)(=O)N2CCc3ccccc32)cn1C	/	-2	-1.6	-1	-2.7	8
55	7	/	9	Cc1nnc(SCc2cc(=O)[nH]c(Nc3nc(C)c4cc(C)c(C)cc4n3)n2)s1	-5	-5	-4.3	1	-3.8	-2
56	-6	2	7	CN1CCN(CCC(=O)N/N=C/c2cc([N+](=O)[O-])ccc2OC(F)F)CC1	1	8	1.5	4	-1.5	-1
57	24	6	-11	CCN1CCN(C(=O)C2CC(c3ccc(F)cc3)=NO2)CC1 (stereo not drawn)	2	-6	0.0	-1	-2.9	-5
58	-5	-3	-14	COc1ccc(OC)c(S(=O)(=O)N2CCN(C)CC2)c1	-6	3	0.1	25	0.1	-4
59	-14	-3	4	COc1ccc(OC)c(N(CC(=O)NCCc2ccc(OC)c(OC)c2)S(=O)(=O)c2ccccc2)c1	-7	-2	-0.9	0	-1.9	3
60	6	2	2	Cn1c(=O)c2cc(S(=O)(=O)NC(C(=O)NCc3cccnc3)c3ccccc3)ccc2n(C)c1=O (stereo not drawn)	0	4	-2.1	-10	0.0	-13

Random excerpt: 5 entries already listed.
#	NS3 helicase inh	IDE cell activ	CRFBP-R2 block	Compound	GalR3 antag	IDE cell inh	VIM-2 inh	SUMO HTRF inh	IMP-1 inh	p-CIP stab down
40	11	0	18	O=C(CCn1c2c(c3ccccc31)CCCC2)NNC(=O)c1ccc(Cl)c([N+](=O)[O-])c1	3	7	-1.2	6	0.9	3
22	/	-1	-47	CN(C)C1=NC[C@H](Cc2ccccc2)N1CCCC1CCCCC1	-12	-3	/	/	/	/
9	-3	-4	12	CCn1nnnc1SCC(=O)Nc1ccc(OCc2ccccc2)cc1	-4	1	-3.5	15	-2.5	-4
50	-24	5	-16	O=C(Nc1ccc(Cl)cc1)c1cc(Br)ccc1OCC(=O)N1CCOCC1	-3	0	-1.1	17	-1.1	-20
51	4	4	-22	CCOc1ccc(C(=O)OCC(=O)Nc2cc(C)on2)cc1OCC	-6	8	-1.0	-9	-2.1	-18

Next part
#	NS3 helicase inh	IDE cell activ	CRFBP-R2 block	Compound	GalR3 antag	IDE cell inh	VIM-2 inh	SUMO HTRF inh	IMP-1 inh	p-CIP stab down
61	2	0	-1	COc1ccc(-c2cc3ccc(OCC(C)=O)cc3oc2=O)cc1OC	1	1	-2.3	16	-2.2	-7
62	-16	-3	8	O=C(NCc1ccco1)c1cnn2c1NC(c1ccc(Br)cc1)CC2C(F)(F)F (stereo not drawn)	-2	-3	-0.8	2	-4.3	4
63	-2	6	-11	CCc1cc(=O)oc2cc(OC3CCCCC3=O)ccc12 (stereo not drawn)	-8	0	0.3	16	0.1	-5
64	-5	6	5	Cc1ccc2c(c1)-c1c(ssc1=S)C(C)(C)N2C(=O)CSc1nncn1C	-6	-4	-0.8	10	-3.7	8
65	-4	-4	9	O=S(=O)(NC1CC2CCC1C2)c1ccc(Br)s1 (stereo not drawn)	-6	-6	-1.7	8	-6.4	12
66	5	5	-5	COc1ccc(NC(=S)N/N=C/c2ccc(F)cc2)cc1OC	-3	6	-6.2	-24	-4.4	-6
67	4	-2	-31	CCC(=O)NC(NCC1CCCO1)C(Cl)(Cl)Cl (stereo not drawn)	-3	4	-2.6	25	-3.3	-12

Bioassay records deposited in PubChem by several laboratories.
